Screens as filed in PubChem.
STAT3 blocker = IL-6 driven STAT3 reporter inhibitors, primary screen, U3A cells, luciferase, luminescence, MLSCN library; AID 862, 2007; IL-6 STAT3-luciferase reporter; host cell line lacks STAT1; 190,000 compounds, 0.89% hits; inhibition, % at 5.5 µM;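 active = inhibition above the mean inhibition across all screened compounds plus 3 SD, cut at about 44% in these data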;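 also: 0% = DMSO only wells and 100% = 100 µM nifuroxazide control wells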
ROMK mod = ROMK potassium channel modulators, primary screen, cell-based, thallium flux, MLSMR library | B-score at 10 µM | ATP-sensitive inward rectifier potassium channel 1 (Homo sapiens), P48048 | 130,000 compounds, 2% hits | Tet-inducible ROMK, thallium flux fluorescence; actives lie on both sides;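 active = signal ratio slope over the read window, or its plate-corrected B-score, at least 3 SD from the plate mean, either direction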;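 also: B-score of the F/F0 ratio slope over 7 to 12 s after thallium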
PPARg SRC3 recr = PPARgamma agonists recruiting SRC-3 coactivator, primary screen, biochemical | Peroxisome proliferator-activated receptor gamma (Homo sapiens), P37231 | biochemical PPARgamma/SRC-3 coactivator recruitment assay | AID 731, 2007 | 200,000 compounds, 0.26% hits | activation, % at 8 µM; in the data active = activation above about 23%;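 also: 0% = DMSO and 100% = reference agonist; some compounds past the cut are filed as inactive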
S1P3 antag = S1P3 receptor antagonists, primary screen, cell-based | Sphingosine 1-phosphate receptor 3 (Homo sapiens), Q99500 | CHO S1P3 NFAT-BLA reporter, FRET fluorescence, antagonist mode | inhibition, % at 4.98 µM | 170,000 compounds, 0.27% hits;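 active = inhibition above the plate cutoff, the mean inhibition of test wells on that plate plus 3 SD, cut at about 28% in these data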;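 also: cells challenged with S1P at its EC80 of 0.8 µM; blue over green emission ratio from cleaved BLA substrate after 4 h stimulation; 0% = S1P-stimulated wells and 100% = unstimulated DMSO-only wells; some compounds past the cut are filed as inactive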
TR-FRET SRC-2 ct = TR-FRET signal artefacts, primary screen, artefact control for PPARgamma SRC-2 agonist project, biochemical; TR-FRET artefact counter-screen; hits give high values; TR-FRET ratio at 8 µM; 200,000 compounds, 0.4% hits; in the data active = TR-FRET ratio above about 2000; also: inactives centre near 1500
RAM inhibit = inhibitors of the yeast RAM network, primary screen, dse1pr::URA3 reporter, 5-FOA selection. S. cerevisiae dse1pr::URA3 reporter, 5-FOA growth OD615, 2 d; analog-sensitive cbk1-as2 kinase mutant strain. inhibition, % at 50 µM. 190,000 compounds, 1.8% hits;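 active = inhibition above a set limit, 3 SD over mean compound inhibition, cut at about 8.4% in these data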;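 also: 0% = DMSO-only wells with no growth and 100% = 10 µM 1-NA-PP1 full growth; inhibition rescues growth on 5-FOA so higher OD means more RAM inhibition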
STAT3 activator = IL-6 driven STAT3 reporter potentiators, primary screen, U3A cells, luciferase, luminescence, MLSCN library; IL-6 STAT3-luciferase reporter; 100% = signal with IL-6 EC80 alone; activation (% of control), % at 5.6 µM; 190,000 compounds, 0.91% hits; AID 871, 2007;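 active = activation above the screen-wide mean of compound activation plus 3 SD, cut at about 130% in these data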;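 also: 0% = background luminescence of wells with medium and substrate only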
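Material: human STAT1-deficient U3A cells with stable STAT3-luciferase reporter / Probe or stimulus: IL-6 stimulus at 33 ng/mL final / Schedule: 1 h compound pre-exposure, 6 h IL-6 stimulation, 37 °C / Technique: luminescence / Read-out basis: percent of IL-6-only median luminescence / Control set: IL-6-only high control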
PPARg SRC-1 ag = PPARgamma agonists recruiting SRC-1 coactivator, primary screen, biochemical; Peroxisome proliferator-activated receptor gamma (Homo sapiens), P37231; PPARgamma-SRC-1 coactivator recruitment biochemical assay; activation, % at 8 µM; 200,000 compounds, 0.41% hits; in the data active = activation above about 19%;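 also: 0% = DMSO and 100% = reference agonist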
PPARg SRC2 recr = agonists of PPARg-SRC-2 recruitment, primary screen, biochemical, HTS; Peroxisome proliferator-activated receptor gamma (Homo sapiens), P37231; PPARgamma LBD-SRC-2 recruitment; activation, % at 8 µM; 200,000 compounds, 0.34% hits; AID 1032, 2008; in the data active = activation above about 22%;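 also: 0% = vehicle and 100% = reference agonist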
TLR4-MyD88 BLA = inhibitors of TLR4-MyD88 association in cells, primary screen, cell-based, HeLa CL3-4, BLA complementation, FRET ratio. inhibition, % at 8.4 µM. Toll-like receptor 4 (Homo sapiens) + Myeloid differentiation primary response protein …. HeLa CL3-4 TLR4/MyD88 BLA complementation. 200,000 compounds, 0.18% hits; in the data active = inhibition above about 25%;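 also: 0% = vehicle and 100% = reference inhibitor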
Target sequence (O00206 whole entry, looked up): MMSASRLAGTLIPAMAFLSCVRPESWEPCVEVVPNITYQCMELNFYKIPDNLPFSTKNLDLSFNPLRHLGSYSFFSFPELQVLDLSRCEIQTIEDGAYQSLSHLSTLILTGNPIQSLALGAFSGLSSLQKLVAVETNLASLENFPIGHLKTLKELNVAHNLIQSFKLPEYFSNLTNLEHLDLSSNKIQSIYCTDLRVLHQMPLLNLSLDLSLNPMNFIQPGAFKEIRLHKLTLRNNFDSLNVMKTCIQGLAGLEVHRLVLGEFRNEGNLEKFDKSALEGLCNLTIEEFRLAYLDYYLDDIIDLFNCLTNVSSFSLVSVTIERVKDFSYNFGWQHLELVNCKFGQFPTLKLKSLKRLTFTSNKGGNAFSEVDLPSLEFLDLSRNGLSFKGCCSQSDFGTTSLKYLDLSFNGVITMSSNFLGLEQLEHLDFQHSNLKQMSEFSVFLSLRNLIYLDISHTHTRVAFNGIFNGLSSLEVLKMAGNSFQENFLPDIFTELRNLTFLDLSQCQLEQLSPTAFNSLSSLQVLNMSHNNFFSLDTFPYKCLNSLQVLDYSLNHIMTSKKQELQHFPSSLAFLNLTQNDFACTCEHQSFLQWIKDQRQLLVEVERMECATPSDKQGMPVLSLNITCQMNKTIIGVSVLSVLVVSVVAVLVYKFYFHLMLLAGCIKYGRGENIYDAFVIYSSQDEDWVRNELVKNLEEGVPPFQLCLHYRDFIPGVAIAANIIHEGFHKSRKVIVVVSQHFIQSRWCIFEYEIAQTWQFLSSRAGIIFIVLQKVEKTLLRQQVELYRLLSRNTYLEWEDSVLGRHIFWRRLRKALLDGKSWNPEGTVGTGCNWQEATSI
Target sequence (Q99836 whole entry, looked up): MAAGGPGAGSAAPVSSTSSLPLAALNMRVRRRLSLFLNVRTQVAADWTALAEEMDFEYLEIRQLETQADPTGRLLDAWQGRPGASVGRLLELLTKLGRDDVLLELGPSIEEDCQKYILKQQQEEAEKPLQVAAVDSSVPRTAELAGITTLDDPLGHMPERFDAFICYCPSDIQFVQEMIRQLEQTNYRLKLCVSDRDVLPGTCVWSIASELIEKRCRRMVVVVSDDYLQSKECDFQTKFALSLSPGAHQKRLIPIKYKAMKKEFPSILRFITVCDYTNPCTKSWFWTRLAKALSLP
STAT1 blocker = STAT1 signaling inhibitors, primary screen, cell-based, HTS, luciferase reporter. NIH 3T3 STAT1-luciferase reporter, IFN-gamma, luminescence. inhibition, % at 5.5 µM. 200,000 compounds, 0.35% hits;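 active = inhibition above a set limit, the mean inhibition across all tested compounds plus 3 SD, cut at about 34% in these data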;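 also: 0% = IFN-gamma with DMSO and 100% = IFN-gamma with 300 µM nifuroxazide; values of inactives mirror those of a sister screen read the other way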
* marks the source's active call; other numbers are inactive results; · = not tested or not shown.

SMILES	STAT3 blocker	ROMK mod	PPARg SRC3 recr	S1P3 antag	TR-FRET SRC-2 ct	RAM inhibit	STAT3 activator	PPARg SRC-1 ag	PPARg SRC2 recr	TLR4-MyD88 BLA	STAT1 blocker
COc1ccc(N2CCN(c3cc(C)c4cccc(C)c4n3)CC2)cc1	15	0.2	0	-6	1564	2.4	89	5	-1	1	-3
Cc1c(-c2ccccc2)sc2nc[nH]c(=S)c12	11	4.9*	9	-7	1886	4.6	97	10	6	0	-1
O=[N+]([O-])c1ccc(Cl)cc1N1CCOCC1	16	0.022	1	-11	1672	0.4	90	5	7	15	3
OC1CCCN(c2c3c(nc4cc(-c5cccc(Cl)c5)nn24)CCC3)C1 (stereo not drawn)	17	·	-1	·	1451	-0.8	88	2	11	-4	-2
COc1ccc(-n2nnc3c(=O)n(CC(=O)Nc4cc(C)on4)cnc32)cc1	10	-0.89	1	-22	1605	2.7	100	2	-4	-8	2
Cc1ccc(NC(=O)CSc2nnc(Cn3c(=O)sc4ccccc43)n2C)cc1	5	·	4	12	1638	2.8	96	2	-1	-7	6
Cc1ccc(C)c(NC(=O)C2CC(O)CN2C(=O)OC(C)(C)C)c1 (stereo not drawn)	7	1.4	-1	3	1621	0.0	96	-3	8	-5	-4
CSCc1ccc(C(=O)NCc2ccccc2)cc1	-10	-0.097	-3	-8	1546	3.5	107	1	-5	5	-9
CC(=O)Nc1ccc(SCC(=O)Nc2ccccc2Oc2ccccc2)cc1	-2	0.49	-2	-12	1571	1.0	103	-6	-3	-10	-1
O=C(C1CCN(S(=O)(=O)N2CCC3(CC2)OCCO3)CC1)N1CCOCC1	-11	0.45	-7	·	1526	-0.6	107	-6	0	-10	1
Cc1ccc(C(=O)COc2ccccc2-c2ccccc2)cc1	11	0.72	-2	-2	1396	0.2	91	-5	-3	-6	-2
CN1CCN(Cc2cc(COCc3ccccc3)c3cccnc3c2O)CC1	8	-1.1	-14	-47	1407	-1.1	96	-1	-8	4	-8
CC(C)(C)n1nnnc1C(c1cccc(C#N)c1)N1CCCc2ccccc21 (stereo not drawn)	-12	-4*	5	-16	1431	3.6	113	-5	-4	-8	-8
Cc1ccc(-c2nnn(CC(=O)N(CC3CCCO3)C(C(=O)NC3CCCCC3)c3ccc(F)cc3)n2)o1 (stereo not drawn)	3	-0.023	-6	·	1290	3.2	98	-3	4	-5	-10
COCCCC1CCN(Cc2nc(-c3ccccc3)no2)CC1	-8	0.76	3	-14	1466	1.1	108	1	2	-9	-10
CN1C(CC(=O)Nc2ccc(Br)cc2)c2ccccc2CC1(C)C (stereo not drawn)	-1	0.027	-1	-2	1676	0.3	105	1	-6	0	1
Cc1cccc(CSC2=NCCN2C(=O)c2ccc(S(=O)(=O)N(C)C)cc2)c1	1	-0.27	-1	-6	1607	0.8	107	-3	0	-3	3
COc1cccc(/C=N/N2CCN(c3ccccc3OC)CC2)c1	22	·	2	·	1611	1.6	88	3	1	0	-35
O=C(N/N=C1\CCCc2ccccc21)c1ccccc1Cl	20	-0.44	2	10	1561	2.4	87	-5	4	4	-24
Cc1ccc(CN2CCN(Cc3ccc(O)cc3)CC2CCO)o1 (stereo not drawn)	-6	0.22	-2	-8	1582	0.3	109	2	0	0	3
C/C(=N\NC(=O)CN(c1ccccc1)S(C)(=O)=O)c1ccccc1O	-2	-0.38	3	10	1560	3.3	106	1	7	11	-5
CN(C1CCCCC1)S(=O)(=O)c1ccc(-n2cnnn2)cc1	8	-1.9	2	-10	1387	0.8	101	6	2	-6	-2
C=CCOc1nc(N(C)C)nc(N(C)C)n1	7	·	1	-21	1677	1.1	97	0	10	9	0
FCCCOc1ccc(-c2ccnc(-c3ccccc3)n2)cc1	21	·	-4	·	1374	2.0	88	-4	0	2	-13
COCc1cc(/C=N\NC(=O)Cc2ccc(Cl)cc2)ccc1OC	-15	-0.53	6	-1	1424	6.2	115	-2	5	12	-12

Additional entries
SMILES	STAT3 blocker	ROMK mod	PPARg SRC3 recr	S1P3 antag	TR-FRET SRC-2 ct	RAM inhibit	STAT3 activator	PPARg SRC-1 ag	PPARg SRC2 recr	TLR4-MyD88 BLA	STAT1 blocker
C/C(=N\NC(=O)CC#N)c1ccc(Oc2ccccc2)cc1	-1	-0.053	-1	1	1514	0.2	102	-1	2	-2	-11
Cc1ccc(C(=O)O/N=C/c2ccc(N(C)C)cc2)cc1	8	0.084	3	-5	1450	4.2	98	9	-2	-3	-19
CCCCN(C(=O)CNC(=O)c1ccco1)C(C(=O)NC1CCCCC1)c1ccc(OC)cc1OC (stereo not drawn)	23	-1.7	-4	7	1514	3.1	85	5	-3	5	14
Cc1ccc(C(=O)Nc2nc(-c3cc(Cl)sc3Cl)cs2)cc1	34	-0.068	-11	·	1789	3.2	75	-2	6	-5	8
COc1ccc(C(=O)COC(=O)c2cccnc2SC)cc1	24	1.2	8	-5	1684	2.8	85	7	10	-11	-16
Cc1cc(F)ccc1NC(=O)C1CCCO1 (stereo not drawn)	2	-0.13	2	0	1354	-1.3	105	9	-3	5	-11
N#Cc1cc(NC2CCCC2)c([N+](=O)[O-])cc1C#N	-9	·	-5	4	1442	2.0	108	-3	2	-6	13
CCOC(=O)N1CCN(Cc2nc3c(c(=O)n(C)c(=O)n3C)n2Cc2cccc(C)c2)CC1	-2	·	11	-15	1504	0.6	106	2	7	1	10
CCOC(=O)C(CC)(CC)/C(C)=N/NC(=O)CC#N	10	·	-8	·	1634	1.0	93	5	7	-3	6
Cc1cc(OC(=O)c2ccc(Cl)cc2Cl)nc(C)n1	7	·	13	·	1764	1.1	102	5	-2	-1	-3
CCN(CC)CCNC(=O)c1c(O)c2cc(OC)c(OC)cc2[nH]c1=O	11	0.96	4	-3	1696	1.1	94	19	5	-6	0
CCOc1ccc(-n2nc(C(=O)NCCOC)c3ccccc3c2=O)cc1	5	-0.35	0	-8	1716	4.0	99	3	1	-8	-15
C/C=C(\C)C(=O)NCCN1C2=NC[C@@H](Cc3ccccc3)N2C[C@H]1Cc1ccc(O)cc1	·	·	3	-22	1705	3.9	·	4	7	-21	2
O=C(CN1CCCC1)Nc1ccc(Oc2ccc(NC(=O)CN3CCCC3)cc2)cc1	6	-0.28	0	-29	1608	0.1	99	-1	-8	20	8
COc1ccc(-c2cc3n(n2)CCc2nc4ccccc4n2-3)cc1	3	·	2	9	1756	-0.1	100	7	12	-6	-19
CCOCCCNC(C(=O)Nc1ccc(OC)c(Cl)c1)c1ccccc1 (stereo not drawn)	-8	-0.17	2	-8	1767	4.3	108	4	10	-2	-1
S=C(NCCc1ccc(Cl)cc1)NCc1ccco1	13	-0.7	6	12	1440	0.8	94	4	3	-2	-9
CC(=O)N(Cc1ccc(F)cc1)C1=C(NCc2ccccc2)C(=O)c2ccccc2C1=O	2	-2.3	7	·	1496	3.2	102	-5	10	8	7
COc1ccc(-c2csc3ncn(-c4ccccc4OC)c(=O)c23)cc1OC	18	·	7	0	1466	2.3	88	4	4	5	-3
COCCNC(=S)N/N=C1\CC(C)CC(C)(C)C1 (stereo not drawn)	4	-0.94	3	3	1686	-0.8	103	-4	1	4	-3
Cn1nc(C(=O)NCc2ccco2)c2ccccc2c1=O	18	0.49	6	-20	1542	1.6	86	12	12	5	6
CCC(C)N(CCNC(=O)CC1Oc2ccccc2NC1=O)C1CCCCC1 (stereo not drawn)	-15	·	-2	-8	1681	-0.3	116	5	2	12	5
Cc1ccc(F)cc1NC(=O)c1cccc2nccnc12	16	·	-3	-10	1613	1.9	89	-1	-2	13	4
Cc1ccc(O)c(C2=NOC(O)(C(F)(F)F)C2)c1 (stereo not drawn)	1	·	10	·	1596	1.4	100	9	6	-4	-4
C/C(=C\C(=O)c1ccc(Cl)cc1)Nc1ccc(Br)cc1	26	·	11	·	1727	·	84	-5	4	-1	2

Remaining list, next part:
SMILES	STAT3 blocker	ROMK mod	PPARg SRC3 recr	S1P3 antag	TR-FRET SRC-2 ct	RAM inhibit	STAT3 activator	PPARg SRC-1 ag	PPARg SRC2 recr	TLR4-MyD88 BLA	STAT1 blocker
COc1cc(CO)cc(Br)c1OCc1cccnc1	2	-0.053	-1	-12	1527	1.3	102	-4	-4	4	5
O=C(CSc1ncn[nH]1)NN(c1ccccc1)c1ccccc1	3	-0.12	4	-4	1542	-0.1	100	6	4	-4	-2
CCOC(=O)CSc1ccc2nnc(-c3ccncc3)n2n1	7	·	5	4	1801	1.3	102	3	-1	-8	-3
Clc1ccc(-c2csc3ncnc(Cl)c23)cc1	3	·	2	12	1566	4.4	98	3	0	19	1
FC(F)(F)c1nnc2ccc(N3CCCC3)nn12	8	1	0	·	1246	-0.5	98	2	-4	-10	11
CC(=O)N1CCN(c2nc3cc4c(cc3nc2NS(=O)(=O)c2ccccc2)OCCO4)CC1	9	·	3	-15	1519	2.5	98	7	-2	9	1
Cc1ccc(OC2=NS(=O)(=O)c3ccccc32)cc1	-3	0.21	11	·	1595	0.6	109	6	11	-3	1
O=C(CC1SC(=O)N(Cc2ccccc2)C1=O)Nc1nccs1 (stereo not drawn)	-1	·	-1	-7	1590	2.3	100	-3	-6	-15	8
CCOC(=O)CN1C(=O)C(O)(CC(=O)c2ccc3c(c2)CCCC3)c2ccccc21 (stereo not drawn)	5	·	6	·	1614	4.3	97	-1	16	16	-15
COc1ccccc1OCCC(=O)O	-5	0.04	4	-21	1470	1.5	106	-3	6	6	-5
O=C(Nc1c2c(nc3ccccc13)CCCC2)c1ccccc1F	1	-0.81	-2	5	1436	-0.7	98	-6	-2	7	4
CCOC(=O)C1CCCN(S(=O)(=O)c2ccc(NC(C)=O)cc2)C1 (stereo not drawn)	12	-0.15	-1	3	1427	0.5	92	-8	-2	-10	2
CCOC(=O)/C(C#N)=C/c1ccc(OCC(=O)Nc2ccc(C)c(C)c2)c(OC)c1	-10	-1.6	2	2	1570	0.8	106	-5	-2	-1	-5
C=CCSC1=NC(=O)/C(=C/c2cccs2)S1	-3	-5.7*	5	3	1535	2.3	107	9	-2	11	0
O=C(c1ccco1)N1CCc2ccccc21	20	1.3	1	-24	1478	0.8	90	7	-13	2	-36
